E-selectin induc = E-selectin induction in HUVECs, primary screen, imaging, HUVEC, immunofluorescence imaging, single point; normalized: neutral wells 0, TNF-alpha wells 100; activation, % at 7.58 µM; P16581; 0.37% of 260,000 active;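 active = mean E-selectin-positive cell signal at least 10% of the positive control, reached in at least 60% of replicates, without over 20% cell loss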;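 also: in these data hits start at about 27%; measured in HUVEC primary endothelial cells; signal is the percent of cells scored E-selectin positive by PE staining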
Target sequence (P16581 whole entry, looked up): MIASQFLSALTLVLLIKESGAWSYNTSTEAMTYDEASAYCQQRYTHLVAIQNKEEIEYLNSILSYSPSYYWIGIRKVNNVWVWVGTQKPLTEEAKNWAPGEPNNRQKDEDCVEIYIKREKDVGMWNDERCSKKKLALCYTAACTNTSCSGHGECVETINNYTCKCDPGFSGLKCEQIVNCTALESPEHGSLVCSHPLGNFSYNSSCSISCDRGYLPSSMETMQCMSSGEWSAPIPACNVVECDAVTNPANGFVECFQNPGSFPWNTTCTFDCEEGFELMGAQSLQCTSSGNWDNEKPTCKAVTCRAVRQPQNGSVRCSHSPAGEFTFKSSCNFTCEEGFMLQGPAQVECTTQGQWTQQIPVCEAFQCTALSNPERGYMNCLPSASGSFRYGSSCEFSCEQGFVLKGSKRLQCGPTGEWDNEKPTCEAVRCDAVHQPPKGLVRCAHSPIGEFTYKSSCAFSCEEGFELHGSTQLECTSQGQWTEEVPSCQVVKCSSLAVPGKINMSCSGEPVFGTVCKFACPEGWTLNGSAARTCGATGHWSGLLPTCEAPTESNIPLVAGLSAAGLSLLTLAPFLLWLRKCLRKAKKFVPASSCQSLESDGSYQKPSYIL
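System: HUVEC, human umbilical vein endothelial cells; quantity: 3,000 cells/well; buffer or medium: EGM-2 medium, gelatin-coated wells; dosing: single-point compound dose; detection: immunofluorescence imaging; evaluation: % PE-positive cells; benchmarks: TNF-alpha, DMSO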
RAD52 inh = RAD52 DNA annealing inhibitors, primary screen, biochemical, FRET, single point, set 2. DNA repair protein RAD52 homolog (Homo sapiens), P43351. recombinant RAD52 DNA annealing, FRET fluorescence. inhibition, % at 18.7 µM. 0.46% of 360,000 active;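 active = every replicate showing at least 50% inhibition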
Target sequence (P43351 whole entry, looked up): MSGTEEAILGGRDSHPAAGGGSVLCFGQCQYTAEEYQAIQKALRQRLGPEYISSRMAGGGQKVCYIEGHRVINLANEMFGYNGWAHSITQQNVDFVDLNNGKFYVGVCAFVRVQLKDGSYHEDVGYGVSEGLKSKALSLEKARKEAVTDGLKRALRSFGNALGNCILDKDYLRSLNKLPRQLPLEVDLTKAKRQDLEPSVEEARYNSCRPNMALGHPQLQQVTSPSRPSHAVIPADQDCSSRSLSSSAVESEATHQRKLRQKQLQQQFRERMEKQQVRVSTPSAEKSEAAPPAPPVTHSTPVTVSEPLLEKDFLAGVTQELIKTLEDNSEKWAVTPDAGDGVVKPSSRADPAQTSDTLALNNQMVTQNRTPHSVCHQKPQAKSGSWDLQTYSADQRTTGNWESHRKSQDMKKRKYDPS
XiGFP reactiv = activators of inactive X chromosome reactivation, primary screen, imaging, XiGFP fibroblasts, GFP high-content imaging, set 2; 0.055% of 360,000 active; AID 743238, 2013; XiGFP mouse fibroblasts, % GFP-positive cells imaging, 3 d; cells co-treated with 5-aza-dC sensitizer; scaled so ellipticine positive control = 100%; activation, % at 7.58 µM;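 active = mean normalized replicate activation at least 10% and every replicate at or above 10%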;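 also: 0% = median of on-plate neutral control wells and 100% = ellipticine 6 µM median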
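System: 68-5-11 XiGFP fibroblast line | Buffer or medium: DMEM containing 5-aza-dC | Compound: Single point | Times: Compounds 3 days, fix/stain 15 min at room temperature | Benchmarks: Positive control ellipticine, 6 µM final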
FN deposition inh = inhibitors of fibronectin matrix deposition, primary screen, AH1F cells, Alexa488-fibronectin fluorescence, plate reader; AH1F fibroblasts, overnight; AID 743247, 2014; inhibition, % at 12.6 µM; 0.086% of 350,000 active;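 active = mean inhibition across replicates of 30% or more, regardless of how many single replicates reach that level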;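 also: positive control wells lacked labelled fibronectin entirely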
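Material: AH1F fibroblast monolayer depositing Alexa488-labelled fibronectin into matrix / Amount: 10000 AH1F cells per well / Signal: fluorescence 485/525 nm / Medium: DMEM, 2% serum / Compound: single dose, pinned / Incubation: 1 h cell adhesion before compound, then overnight fibronectin incubation / Reagent: Alexa488-FN, 24 nM final / Read-out: inhibition of fibronectin deposition signal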
esBAF inh = Bmi1 luciferase reporter increase in mESCs, primary screen, esBAF inhibitor project, mouse ES cells, Bmi1 luciferase knock-in, single point; 24 h; 100% = twice the neutral-well signal; reporter increase, % at 12.5 µM; 2% of 350,000 active; in the data active = activation above about 40%;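 also: 0% = median of the plate's neutral control wells and 100% = double that signal; a rise in the Bmi1 reporter signal indicates esBAF inhibition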
S100A4 inh HTS = inhibitors of S100A4-myosin IIA peptide binding, primary screen, biochemical, fluorescence polarization, TAMRA-MyoIIA peptide. inhibition, % at 10.7 µM. 0.14% of 360,000 active;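 active = mean inhibition of at least 70% across replicates, with every replicate also reaching that level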
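Test system: S100A4 monomer protein. Medium: HEPES buffer with Ca2+, pH 7.2. Reagent: fluorescent myosin IIA peptide, 5 nM. Compound dosing: single-point compound testing. Timing: 5 min between mix addition and reading. Benchmarks: DMSO neutral and TFP positive wells.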
RAD54 inh = inhibitors of human RAD54 branch migration, primary screen, biochemical, fluorescence, single point; inhibition, % at 10.4 µM; DNA repair and recombination protein RAD54-like (Homo sapiens), Q92698; 0.14% of 360,000 active; RAD54 Holliday junction branch migration, FAM/BHQ fluorescence;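 active = mean normalized replicate activity at least 40 and at least half of replicates scoring 40 or more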;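 also: 0% = median of neutral control wells and 100% = median of positive control wells; inhibitors cause a drop in the FAM fluorescence signal; in these data hits start at about 50%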
EWS-Fli block = EWS/Fli-driven NR0B1 reporter inhibitors, primary screen, A673 cells, NR0B1 luciferase, luminescence, MLPCN library. viability-normalised. inhibition, % at 12.6 µM. 0.67% of 350,000 active. AID 651661, 2012;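 active = mean inhibition of at least 50% after viability correction, with every replicate also passing that limit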;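 also: firefly luciferase signal divided by Alamar Blue viability fluorescence both relative to DMSO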
Numbers without * were called inactive; x = no result given; & = joins results of further samples; ! = not confirmed by another sample.

Start of the data: the first 4 records as a preview:
SMILES | E-selectin induc | RAD52 inh | XiGFP reactiv | FN deposition inh | esBAF inh | S100A4 inh HTS | RAD54 inh | EWS-Fli block
Cc1noc(C)c1NC(=O)Nc1ccc2c(c1)C(=O)N([C@@H](C)CO)C[C@H](C)[C@@H](CN(C)Cc1ccc(C(F)(F)F)cc1)OCCCC[C@H](C)O2 | 0.0 | 3 | -1.3 | x | -3 | -1 | -8 | 13
COc1ccc(/C=C/C(=O)OCC(=O)Nc2cc(C(N)=O)cc(C(N)=O)c2)cc1 | 9.3 | -14 | 0.0 | 4 | x | -4 | x | -55
Cc1ccc(S(=O)(=O)N(C)C[C@H]2Oc3ccc(NC(=O)Nc4ccc(C(F)(F)F)cc4)cc3C(=O)N([C@@H](C)CO)C[C@H]2C)cc1 | 0.6 | -17 | -0.1 | x | -7 | -7 | 5 | 9
Cc1ccc(CNC(=O)C2CCC(=O)N(CCc3ccccc3)C2)s1 (configuration not stated) | -0.1 | -13 | 0.1 | 6 | 4 | -1 | 4 | x

The list itself (from the top)
SMILES | E-selectin induc | RAD52 inh | XiGFP reactiv | FN deposition inh | esBAF inh | S100A4 inh HTS | RAD54 inh | EWS-Fli block
Cc1noc(C)c1NC(=O)Nc1ccc2c(c1)C(=O)N([C@@H](C)CO)C[C@H](C)[C@@H](CN(C)Cc1ccc(C(F)(F)F)cc1)OCCCC[C@H](C)O2 | 0.0 | 3 | -1.3 | x | -3 | -1 | -8 | 13
COc1ccc(/C=C/C(=O)OCC(=O)Nc2cc(C(N)=O)cc(C(N)=O)c2)cc1 | 9.3 | -14 | 0.0 | 4 | x | -4 | x | -55
Cc1ccc(S(=O)(=O)N(C)C[C@H]2Oc3ccc(NC(=O)Nc4ccc(C(F)(F)F)cc4)cc3C(=O)N([C@@H](C)CO)C[C@H]2C)cc1 | 0.6 | -17 | -0.1 | x | -7 | -7 | 5 | 9
Cc1ccc(CNC(=O)C2CCC(=O)N(CCc3ccccc3)C2)s1 (configuration not stated) | -0.1 | -13 | 0.1 | 6 | 4 | -1 | 4 | x
CC(=O)N1[C@@H]2c3ccc(-c4cncnc4)c(=O)n3C[C@H]1[C@H](CO)[C@H]2C(=O)NC1Cc2ccccc2C1 | -0.5 | 1 | 0.5 | x | -3 | 9 | 10 | -5
O=S(=O)(Nc1nc2ccccc2nc1Nc1cccc(S(=O)(=O)N2CCCCC2)c1)c1ccccc1 | 0.4 | -13 | -0.1 | -7 | x | 1 | -13 | 22
O=C(NCc1ccc(F)cc1)c1ccc(S(=O)(=O)Nc2cccc(C(F)(F)F)c2)cc1 | 0.2 | x | 0.0 | -2 | 1 | x | -16 | x
Clc1ccc(-c2cc3nc(NCc4cccc(Cl)c4)ccn3n2)cc1 | 0.3 | -54 | 0.2 | -7 | 76* | -2 | 0 | -110
CC(=O)NC[C@H]1[C@H](c2ccccc2)[C@@H](CO)N1C(=O)Cc1ccncc1 | -0.1 | x | 0.0 | 4 | 4 | x | 1 | -4
CC(C)CC#Cc1ccc2c(c1)O[C@@H](CN(C)S(=O)(=O)c1ccc(F)cc1)[C@H](C)CN([C@H](C)CO)S2(=O)=O | 3.0 | 11 | 0.2 | -5 | 6 | 6 | 2 | 24
COc1ccc(/C=N/NC(=O)c2ccco2)cc1COc1ccc(F)cc1 | -0.2 | -1 | -0.1 | x | -5 | 1 | 1 | x
C[C@@H]1CN([C@H](C)CO)C(=O)c2cc(NS(=O)(=O)c3cn(C)cn3)ccc2O[C@H]1CN(C)S(=O)(=O)c1cn(C)cn1 | 0.6 | x | 0.2 | x | 1 | x | x | -2
CN(C)C(=O)c1cccc(-c2ccc([C@H]3[C@H](CO)N4C(=O)CN(C(=O)C5CCC5)C[C@@H]34)cc2)c1 | -0.2 | 6 | 0.0 | 0 | x | -2 | x | -9
O=C(C[C@@H]1C=C[C@H](NC(=O)C2CCC2)[C@H](CO)O1)NCc1ccccc1Cl | -0.1 | -8 | 0.0 | -8 | 6 | 1 | -9 | 5
COc1ccc(NC(=O)Nc2cnccn2)c(OC)c1 | x | -29 | 0.1 | 4 | x | -40 | -9 | -13
O=C(NC1CCN(Cc2ccccc2)CC1)C1CCCN(c2nnc(-n3cccc3)s2)C1 (configuration not stated) | 0.0 | -11 | 0.3 | -11 | -5 | 4 | 4 | -56
Cc1onc(C(=O)N2CCN(c3ccccc3F)CC2)c1-c1ccccc1Cl | -0.2 | -11 | 0.4 | -2 | x | -4 | x | 14
Cc1cc(NC(=O)c2cc(-c3ccc(OC(C)C)cc3)nc3ccccc23)no1 | x | -10 | 0.3 | 4 | x | -24 | 2 | -57
COCC(=O)Nc1ccc2c(c1)[C@@H]1C[C@H](CC(=O)NCc3ccccc3F)O[C@H](CO)[C@@H]1O2 | 0.4 | -28 | 0.0 | x | -7 | -7 | 0 | -4
C[C@@H]1CN([C@H](C)CO)C(=O)c2cc(NC(=O)CCN3CCOCC3)ccc2O[C@@H]1CN(C)Cc1ccncc1 | 36* | -5 | 0.1 | x | 4 | 37 | -10 | x
CC(=O)N1c2ccc(Cl)cc2C2OCCC2C1c1ccco1 (configuration not stated) | -0.2 | -10 | 0.0 | -5 | x | -5 | x | -8
COC(=O)c1cc(Cn2nc(C(=O)O)c3ccccc3c2=O)oc1C | 0.2 | 3 | 0.1 | 10 | -1 | -4 | 0 | -5
Cc1cc(=O)oc2cc(NC(=O)c3cc([N+](=O)[O-])ccc3N3CCOCC3)ccc12 | x | -3 | 0.0 | x | x | -1 | x | 8
CN1C(=O)c2cc(NC(=O)c3ccccc3)ccc2OC[C@H]2O[C@@H](CC(=O)NCC3CC3)CC[C@H]21 | 0.1 | 3 | 0.3 | -1 | 4 | -2 | 1 | 0
COc1ccc(OC)c2sc(NC(=O)c3ccc(S(=O)(=O)N(C)C)cc3)nc12 | x | -1 | 0.1 | 6 | 6 | -3 | 4 | -17
Later entries.
SMILES | E-selectin induc | RAD52 inh | XiGFP reactiv | FN deposition inh | esBAF inh | S100A4 inh HTS | RAD54 inh | EWS-Fli block
N=C(N)SCc1ccc(O)c([N+](=O)[O-])c1 | 1.8 | -11 | -0.1 | 1 | -4 | -3 | -5 | -3
CCC12CN3CCN(CC(C3)/C1=N\NC(=O)c1ccc(Cl)cc1)C2 | x | 1 | 0.0 | 1 | 5 | 46 | 5 | -1
CCCCNC(=O)N1CCN(Cc2cccc(F)c2)CC1 | x | x | 0.0 | -4 | 12 | x | -5 | x
CCCCNC(=O)N(O)C1N(/N=C/c2ccccc2O)C(=S)SC1(C)C (configuration not stated) | x | -5 | 0.0 | 0 | 25 | -2 | 1 | 10
O=C(Cc1ccccn1)N1CC(=O)N2[C@H](C1)[C@@H](c1ccc(C#CCC3CCCC3)cc1)[C@@H]2CO | -0.1 | 4 | 0.0 | -2 | x | -1 | x | -2
CCS(=O)(=O)N1CCN(S(=O)(=O)c2ccc(Cl)s2)CC1 | -0.3 | -10 | 0.4 | -2 | x | -4 | -1 | 4
CCCCS(=O)(=O)N1CCCC(C(=O)Oc2ccccc2OC)C1 (configuration not stated) | -0.1 | -1 | 0.0 | 8 | -8 | -3 | -2 | -4
COCCN(C(=O)COC(=O)c1ccc(Br)o1)c1c(N)n(Cc2ccccc2)c(=O)[nH]c1=O | 0.0 | -7 | 0.0 | x | x | -1 | x | -3
O=C(CS(=O)(=O)c1ccccc1)Nc1nnc(-c2cccs2)o1 | 0.5 | -13 | 0.0 | -12 | 0 | 2 | -15 | 7
c1cnc2c(c1)ccc1cccnc12 | -0.1 | -8&-42 | -0.1&0.0 | 5 | -34 | 2&12&-3 | 13 | 62*!
Cc1ccc(S(=O)(=O)N2C[C@H]3C(=O)C[C@@H](c4ccccc4C)N(S(=O)(=O)c4ccc(C)cc4)[C@H]3C[C@H]2c2ccccc2)cc1 | -0.1 | -12 | 0.0 | x | 4 | 3 | -2 | 1
O=C(CN1C(=O)NC2(CCOc3ccccc32)C1=O)c1ccc(Cl)s1 (configuration not stated) | x | -27 | 0.0 | -6 | -4 | -4 | -4 | 0
CC(C)C(=O)Nc1ccc2c(c1)C(=O)N(C)[C@H]1CC[C@H](CC(=O)NCCCN(C)C)O[C@@H]1CO2 | 0.3 | x | 0.3 | -13 | 0 | x | 2 | -1
COc1ccc(N2CCN(Cc3cc(=O)c(OCC(=O)Nc4ccccc4)co3)CC2)cc1 | 0.0 | -9 | 0.4 | -4 | 0 | 1 | -7 | 7
CCC(C)NC(=O)CN(c1ccc2c(c1)OCO2)S(=O)(=O)c1c(C)n[nH]c1C (configuration not stated) | x | -11 | 0.0 | -5 | -4 | -1 | -8 | 1
CC1CCC2(CC1)NC(=O)N(CC(=O)N1CCN(C(=O)c3cccs3)CC1)C2=O (configuration not stated) | x | -18 | -0.1 | 1 | -4 | -1 | 5 | 0
O=C(CCN1C(=O)/C(=C/c2ccc(F)cc2)SC1=S)Nc1cc([N+](=O)[O-])ccc1O | 0.0 | -16 | 0.0 | -1 | -7 | -1 | -4 | 2
CC(C)NC(=O)N(C)C[C@H]1Oc2ccc(NC(=O)C3CCCCC3)cc2CC(=O)N([C@@H](C)CO)C[C@H]1C | -0.4 | 1 | 0.2 | x | -8 | 3 | 5 | -3
Cc1ccc(/C=N/NC(=S)NC2CCS(=O)(=O)C2)cc1 (configuration not stated) | x | -10 | x | x | -2 | 9 | -12 | 10
CC1CN(C(=O)COC(=O)c2cnc(Cl)c(Cl)c2)CC(C)O1 (configuration not stated) | -0.1 | -15 | 0.0 | 2 | -9 | 1 | -4 | 6
C[C@@H]1CCCCO[C@H](CN(C)S(=O)(=O)c2cn(C)cn2)[C@@H](C)CN([C@H](C)CO)C(=O)c2cc(NC(=O)c3ccccc3)ccc2O1 | -0.2 | 3 | 0.2 | -12 | -1 | 6 | 1 | -2
COc1ccc(NC(=S)Nc2ccccc2C(F)(F)F)cc1 | x | -10 | 0.0 | -6 | x | 0 | x | 0
CCc1sc(C(=O)N2CCc3cc(OC)c(OC)cc3C2CC(=O)O)cc1C (configuration not stated) | 0.6 | -15 | 0.1 | 2 | -2 | -4 | -7 | 2
O=C(CN1CCN(S(=O)(=O)c2ccc(F)cc2)CC1)Nc1ccnn1C1CCCC1 | 1.7 | -8 | 0.1 | 3 | 0 | -2 | x | 7
COc1cncc(-c2cnc3sc(NCCc4ccccn4)nn23)c1 | -0.1 | 2 | 0.0 | 14 | -10 | -3 | 10 | 2
Cc1ccc(C(=O)OCC(=O)Nc2ccc3c(c2)OCCO3)cc1C | x | -1 | -0.1 | x | x | -1 | 10 | -3
O=C(C[C@@H]1CC[C@H]2[C@@H](COC[C@@H](O)CN2Cc2cc(F)ccc2F)O1)N1CCc2ccccc2C1 | 0.0 | -11 | 0.0 | -3 | 9 | 14 | 3 | 4
O=C([C@H]1N[C@H]2c3ccc(-c4ccccc4)c(=O)n3C[C@H]2[C@@H]1CO)N1CCOCC1 | -0.7 | -15 | 0.0 | x | 3 | -2 | -3 | -3
